ERAP1 HTS inh: ERAP1 (human) enzyme inhibition. inhibition, % at 10.7 µM. recombinant ERAP1, Leu-AMC fluorescence, 60 min. 340,000 tested, 0.15% active;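 active means mean replicate inhibition of at least 30%, or all replicates individually reaching that 30% level; inactive means mean below 30% and not every replicate reaching it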;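 further: 0% = neutral control wells and 100% = L-leucinethiol positive control wells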
F508del corr: correctors of CFTR F508del function in bronchial epithelial cells; 350,000 tested, 0.36% active; AID 720511; activity (quench increase), % at 7.58 µM; CFBE cells, YFP halide quenching; stimulated with forskolin plus potentiator P3; % fluorescence drop versus neutral controls;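 active means mean added fluorescence quench of at least 8% versus neutral control, with both replicates also reaching 8%; inconclusive means only one of the mean or replicate conditions met; inactive means mean below 8% and not both replicates reaching 8%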;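 further: cells transiently co-express mutant CFTR-F508del with the halide-sensitive YFP; corrector assay measuring rescue of mutant channel to the surface after 24 h compound exposure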
SIRT5 block: sirtuin-5 (human) deacylase inhibition. AID 652115. 330,000 tested, 1.1% active. inhibition, % at 15 µM. Q9NXA8. Purified SirT5, succinyl-peptide AMC, trypsin-coupled fluorescence; in the data active means inhibition above about 15%; inconclusive means no clear call, values can overlap the other calls
Target sequence (Q9NXA8 whole entry, looked up): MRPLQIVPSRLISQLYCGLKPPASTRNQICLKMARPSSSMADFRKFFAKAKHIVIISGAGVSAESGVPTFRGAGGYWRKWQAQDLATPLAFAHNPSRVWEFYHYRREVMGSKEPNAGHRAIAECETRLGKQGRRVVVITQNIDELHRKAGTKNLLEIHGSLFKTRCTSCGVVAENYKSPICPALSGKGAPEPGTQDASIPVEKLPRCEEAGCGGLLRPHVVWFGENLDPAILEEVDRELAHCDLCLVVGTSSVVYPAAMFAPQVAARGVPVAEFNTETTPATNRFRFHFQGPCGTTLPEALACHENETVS
CASP6 VEID inh: inhibitors of human caspase-6; inhibition, % at 12.5 µM; 350,000 tested, 0.53% active; P55212; purified caspase-6, Z-VEID-R110 cleavage fluorescence;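 active means mean inhibition across replicates at least about 35%, with every replicate also reaching that limit, limit read from the data; inconclusive means only one of the two criteria met; inactive means neither criterion met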;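 further: 0% = median of neutral control wells and 100% = no fluorescence left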
Target sequence (P55212 24-179 limits assumed): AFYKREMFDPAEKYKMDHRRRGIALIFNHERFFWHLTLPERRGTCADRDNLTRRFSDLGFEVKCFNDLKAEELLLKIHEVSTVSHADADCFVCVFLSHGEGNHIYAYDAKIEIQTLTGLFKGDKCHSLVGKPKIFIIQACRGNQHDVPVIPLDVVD
Target sequence (P55212 194-293 limits assumed): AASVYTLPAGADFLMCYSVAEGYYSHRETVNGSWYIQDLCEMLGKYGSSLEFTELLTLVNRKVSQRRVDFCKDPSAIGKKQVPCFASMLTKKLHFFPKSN
ERp5 block: blocks human ERp5 reductase activity on insulin | Q15084 | ERp5 insulin aggregation, absorbance 650 nm, 90 min | inhibition, % at 9.99 µM | 350,000 tested, 0.05% active;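 active means mean replicate inhibition above about 25%, with every replicate also reaching it, limit read from the data, passing the limit was not always enough; inconclusive means only one of those two criteria met; inactive means neither criterion met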
Target sequence (Q15084 whole entry, looked up): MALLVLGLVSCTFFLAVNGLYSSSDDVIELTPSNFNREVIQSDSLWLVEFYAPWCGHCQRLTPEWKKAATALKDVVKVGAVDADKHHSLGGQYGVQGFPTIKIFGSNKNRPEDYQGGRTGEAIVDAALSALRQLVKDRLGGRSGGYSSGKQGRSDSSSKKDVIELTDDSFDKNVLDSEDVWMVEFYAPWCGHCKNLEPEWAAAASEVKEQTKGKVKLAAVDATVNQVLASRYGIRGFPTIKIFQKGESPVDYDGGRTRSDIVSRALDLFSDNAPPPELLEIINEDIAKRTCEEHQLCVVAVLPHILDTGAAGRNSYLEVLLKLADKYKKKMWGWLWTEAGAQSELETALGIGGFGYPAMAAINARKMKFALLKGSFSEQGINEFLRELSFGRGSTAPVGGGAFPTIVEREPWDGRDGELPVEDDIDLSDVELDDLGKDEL
DENV2 CPE rescue: inhibitors of DENV2 cytopathic effect. DENV2-infected cells, cytopathic effect rescue, plate reader. CPE inhibition, % at 9.99 µM. 350,000 tested, 1.7% active. AID 651640; in the data active means CPE inhibition above about 20%, passing the limit was not always enough; inconclusive means no clear call, values can overlap the other calls; tested in BHK-21 cells;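 further: 0% = median of neutral control wells and 100% = median of positive control wells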
miR122 inh: miR-122 inhibition in Huh7 cells. Huh7 miR-122 Renilla luciferase sensor, 48 h; neutral wells = 0, positive control = 100. activation (reporter increase), % at 12.5 µM. 340,000 tested, 0.3% active. AID 602342;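 active means mean replicate activation score at least 90 and every replicate individually at or above 90; inconclusive means only one of the two criteria met; inactive means neither criterion met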;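 further: higher luciferase means less miR-122 activity so hits act as miR-122 inhibitors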
Active calls of the source: *; ? = inconclusive; . = not tested or not shown; [ ] = dose if it differs, or a comment.

No. | SMILES | ERAP1 HTS inh | F508del corr | SIRT5 block | CASP6 VEID inh | ERp5 block | DENV2 CPE rescue | miR122 inh
1 | COc1ccc(NC(=O)/C=C/c2cccc(Br)c2)cn1 | -5 | 1.2 | 0 | 14 | 0 | 9 | -4
2 | COc1cccc(CNC(=O)CSc2nnc3c(n2)[nH]c2ccc(OC)cc23)c1 | -2 | 4.9 | -1 | -1 | 6 | 9 | -3
3 | Nc1ccc(Cc2ccccn2)cc1 | -3 | -1.2 | . | 0 | 2 | 4 | .
4 | Cc1ccccc1S(=O)(=O)N1CC[C@H]2[C@H](CO)Nc3ccc(-c4ccc(C#N)cc4)cc3[C@H]21 | 1 | 0.4 | 0 | -3 | 0 | 8 | -6[16.7 µM]
5 | CC(C)N(C(=O)Cn1c(=O)oc2ccccc21)c1ccccc1 | -6 | 0.6 | 0 | -5 | -7 | 18 | 1
6 | O=C(c1ccccn1)N1N=C2/C(=C/c3ccccc3)CCCC2C1c1ccccc1 (stereo not drawn) | 0 | 1.2 | 2 | -1 | 4 | 3 | .
7 | N#C[C@@H]1[C@H](c2ccccc2-c2cccc(F)c2)[C@H](CO)N1C(=O)NC1CCCCC1 | -8 | -4.3 | -1 | 2 | 1 | ? | .
8 | CCS(=O)(=O)Nc1ccc2c(c1)C(=O)N(C)[C@@H]1CC[C@@H](CC(=O)NCc3ccc(OC)cc3)O[C@H]1CO2 | 0 | 1.9 | -3 | -1 | -3 | 16 | 7[16.7 µM]
9 | O=C1CSc2ccc(C(=O)Nc3cccc(S(=O)(=O)Nc4ccc(Br)cc4)c3)cc2N1 | -3 | 1.7 | 1 | -2 | -3 | 1 | 67
10 | CCC1=C/C(=C/c2sc3ccccc3[n+]2CC)CC(C)(C)C1 | 6 | 3.6 | 0 | -1 | 5 | 1 | .
11 | COc1ccc(S(=O)(=O)N(C)C[C@@H]2Oc3ccc(NS(=O)(=O)c4ccc(C)cc4)cc3CC(=O)N([C@@H](C)CO)C[C@@H]2C)cc1 | . | -0.3 | . | . | . | -8 | -5[16.7 µM]
12 | C[C@@H]1CN([C@H](C)CO)C(=O)Cc2cc(NC(=O)Nc3ccccc3)ccc2O[C@H]1CN(C)C(=O)Nc1ccc2c(c1)OCO2 | 3 | 2.0 | 4 | 1 | -1 | -1 | -1[16.7 µM]
13 | OC(CCN1CCCCC1)c1ccc(-c2ccccc2)cc1 (stereo not drawn) | 0 | -1.9 | -3 | -1 | 1 | 9 | .
14 | COc1ccc(CC(=O)NCc2nnc(SCC(=O)Nc3nccs3)n2-c2ccccc2)cc1 | -1 | -3.0 | -1 | -2 | 4 | 8 | .
15 | O=C(C[C@H]1CC[C@H]2[C@@H](COC[C@H](O)CN2S(=O)(=O)c2cccc(F)c2)O1)NC1CCC1 | -2 | -3.9 | -4 | 1 | -1 | 2 | 4[16.7 µM]
16 | CNc1nc(-c2ccccc2)c2sccc2n1 | 0 | 3.0 | -1 | 1 | 4 | -5 | -5
17 | CO[C@H]1CN(C)C(=O)c2cc(NS(=O)(=O)c3ccccc3)ccc2OC[C@H](C)N(C(=O)NC(C)C)C[C@H]1C | -4 | 2.0 | -1 | -2 | -1 | 17 | 2[16.7 µM]
18 | Cc1sc2ncnc(N[C@@H](Cc3ccccc3)C(=O)O)c2c1C | 4 | 1.2 | -3 | 6 | 4 | -5 | .
19 | CCc1nc2c(OCC3CCCCC3)cccn2c1N(C)C(=O)c1ccccc1F | -1 | 1.4 | . | 0 | 1 | -4 | 0
20 | Cc1ccc(C)c(N2CCN(c3nc4ccccc4c(=O)n3Cc3ccccc3)CC2)c1 | . | 1.4 | . | -1 | 2 | 12 | 0
21 | O=C(C[C@H]1CC[C@H](NC(=O)CN2CCOCC2)[C@H](CO)O1)NCCc1ccccc1 | 2 | -4.2 | 1 | 1 | -3 | 8 | .
22 | O=C(O)/C=C/C(=O)NC1CCCCCCCCCCC1 | 1 | 1.0 | -7 | -6 | -6 | -1 | -6
23 | O=C(NCCn1cccn1)C1CCC(=O)N(CCc2ccccc2)C1 (stereo not drawn) | 2 | -1.1 | -1 | -1 | -7 | 6 | -6
24 | CCCNC(=S)Nc1ccc(F)cc1F | 1 | -2.1 | -4 | -3 | 2 | -1 | -6
25 | COc1ccc(CN(C)C[C@H]2OCc3cn(nn3)CCCC(=O)N([C@@H](C)CO)C[C@@H]2C)cc1 | 1 | -2.0 | -5 | -1 | -4 | -1 | 2[16.7 µM]

Part of the list above, showing only F508del corr and CASP6 VEID inh:
cpd | compound | F508del corr | CASP6 VEID inh
7 | N#C[C@@H]1[C@H](c2ccccc2-c2cccc(F)c2)[C@H](CO)N1C(=O)NC1CCCCC1 | -4.3 | 2
8 | CCS(=O)(=O)Nc1ccc2c(c1)C(=O)N(C)[C@@H]1CC[C@@H](CC(=O)NCc3ccc(OC)cc3)O[C@H]1CO2 | 1.9 | -1

Continued.
No. | SMILES | ERAP1 HTS inh | F508del corr | SIRT5 block | CASP6 VEID inh | ERp5 block | DENV2 CPE rescue | miR122 inh
26 | CC(C)C(=O)NNC(=O)c1c(O)c2ccccc2[nH]c1=O | -1 | 6.8 | -1 | -3 | -6 | 2 | 1
27 | O=C(OCc1ccccc1F)c1cc2ccccc2cc1O | . | 1.3 | -3 | -1 | -5 | 3 | -11
28 | CCCC(c1nnnn1C(C)(C)C)N1CCN(Cc2ccccc2)CC1 (stereo not drawn) | -1 | 1.8 | -1 | 2 | -1 | 0 | 1
29 | COc1cc(OC)cc(C(=O)NCC(=O)OCc2nc3ccccc3s2)c1 | . | -3.8 | . | 0 | 0 | 3 | .
30 | O=C(CCC1CCCN(C(=O)c2ccc3c(c2)OCO3)C1)N1CCN(c2ccccn2)CC1 (stereo not drawn) | 0 | -0.5 | -1 | -4 | 0 | ? | .
31 | CC(C)(C)OC(=O)C[C@H]1C/C=C\C[C@@H](CC(=O)N[C@@H](CO)Cc2ccccc2)C(=O)NC[C@@H](c2ccccc2)OC1=O | -5 | -1.5 | . | 2 | 1 | -19 | .
32 | CCC(=O)Nc1ccc2c(c1)OC[C@@H](C)N(CCc1ccccc1)C[C@H](C)[C@H](OC)CN(C)C2=O | 0 | -1.6 | -1 | 0 | . | -3 | .
33 | CCNC(=O)NC(=O)C(C)OC(=O)c1cccn1C (stereo not drawn) | -1 | -3.1 | -7 | 1 | 1 | . | -8
34 | CCOC(=O)C1CCN(C2=C(NS(=O)(=O)c3ccc(Cl)cc3)C(=O)c3ccccc3C2=O)CC1 | -2 | -0.4 | 1 | 0 | -2 | 4 | 1
35 | CS(=O)(=O)c1ccc(Cl)c(NC(=O)COC(=O)c2c(Cl)cccc2Cl)c1 | -4 | -0.7 | -5 | 3 | 1 | 3 | 2
36 | CC(C)CC(=O)/C=C/n1c(=S)oc2ccccc21 | 1 | . | . | 3 | 3 | 0 | -1
37 | Cc1nn(CCCC(=O)NCCc2ccccc2)c(=O)c2nn(-c3ccccc3)c(C)c12 | 0 | -2.9 | 1 | 50* | 2 | -1 | -3
38 | CC1(C(=O)NS(=O)(=O)c2ccccc2Cl)CCN1C(=O)CCC1CCCC1 (stereo not drawn) | 2 | 0.7 | 2 | -2 | -2 | 7 | 1
39 | O=C(NCC[C@H]1CC[C@@H](NC(=O)C2CCCCC2)[C@@H](CO)O1)c1cc(Cl)cc(Cl)c1 | 1 | -1.0 | -3 | 1 | 1 | 10 | .
40 | S=C(NCC1CCCO1)N1CCN(c2ccccc2)CC1 (stereo not drawn) | 4 | -1.3 | . | 1 | 2 | 6 | .
41 | COc1cc(N2C(=O)c3ccccc3C2=O)c(Cl)cc1C(=O)OCC(=O)N1CCOCC1 | 0 | -1.7 | 1 | 1 | 0 | 2 | .
42 | CCN(C(=O)COC(=O)c1ccc2[nH]c(C)c(C)c2c1)c1c(N)n(Cc2ccccc2)c(=O)[nH]c1=O | -4 | 3.6 | 6 | -1 | 1 | -6 | -9
43 | COc1ccccc1NC(=O)C/C(N)=N/OCC(=O)Nc1cccc(Cl)c1 | -1 | 0.7 | 0 | -1 | -1 | 8 | .
44 | Cc1ccc(S(=O)(=O)N(C)C[C@H]2Oc3ccc(NS(=O)(=O)c4c(C)noc4C)cc3CC(=O)N([C@@H](C)CO)C[C@H]2C)cc1 | -2 | -2.3 | 10 | -1 | -4 | 2 | 2[16.7 µM]
45 | Cc1cc(/C=N/O)c(C)n1-c1ccccc1 | -2 | . | 0 | 1 | -1 | -4 | .
46 | O=C(Nc1ccccc1N1CCCC1)c1ccc(N2CCCC2=O)cc1 | 5 | -1.1 | -2 | -25 | 0 | 0 | -3
47 | CC(C)C[C@H]1CN(CCCC[C@H]2CNC(=O)C(=O)N2CCc2ccccc2)C(=O)C(=O)N1CCc1ccc(O)cc1 | . | 4.5 | . | -1 | -4 | -6 | .
48 | C[C@@H](C(=O)NCCc1c[nH]c2ccccc12)[C@@H]1C[C@@]1(C)[C@@H](NC(=O)OCc1ccccc1)c1ccccc1 | 0 | 0.4 | 3 | -1 | -1 | 1 | .
49 | OCc1ccccc1-c1cnc2cccnn12 | 6 | 1.9 | . | 1 | 5 | -7 | -19
50 | O=C(O)c1sc2cc(C(F)(F)F)cnc2c1-c1ccccn1 | 1 | -2.9 | -3 | -2 | 1 | 1 | -7

(next part)
No. | SMILES | ERAP1 HTS inh | F508del corr | SIRT5 block | CASP6 VEID inh | ERp5 block | DENV2 CPE rescue | miR122 inh
51 | Cc1cc(NC(=O)c2ccc(C(C)(C)C)cc2)no1 | -1 | -1.1 | 0 | 0 | 5 | ? | .
52 | CCCC(CCC)C(=O)Nc1cccc(-c2cn3c(n2)SCC3)c1 | -2 | -0.9 | -4 | -9 | -1 | 12 | -6
53 | COc1cc(OC)c(C(=O)NNC(=O)CN(C)S(=O)(=O)c2ccc(Cl)cc2)cc1OC | 2 | -3.5 | -2 | 0 | 0 | -5 | .
54 | COc1ccc(-c2ccc3c(c2)O[C@@H](CN(C)C(=O)Nc2ccccc2F)[C@H](C)CN([C@H](C)CO)S3(=O)=O)cc1 | -1 | -0.8 | 4 | 3 | -9 | 6 | 21[16.7 µM]
55 | CC(C(=O)OCC(=O)N1CCN(c2ccccc2)CC1)N1C(=O)c2ccccc2C1=O (stereo not drawn) | -4 | -1.5 | -4 | 1 | -1 | -4 | -10
56 | Cc1noc(C)c1CC(=O)Nc1ccc2c(c1)OCO2 | -1 | 2.5 | -3 | 3 | 1 | 6 | -3
57 | O=[N+]([O-])c1ccc(O)c(C2=NNC(c3ccccc3F)C2)c1 (stereo not drawn) | 3 | 3.0 | -2 | 6 | 3 | 0 | 13
58 | Cc1cc(NC(=O)CSCc2nc(-c3cccc(Cl)c3)oc2C)no1 | -1 | -3.6 | -2 | -2 | 3 | 3 | -3
59 | Cc1ccc(CNC(=O)C23CN(Cc4ccccc4)CC2C(c2ccc([N+](=O)[O-])cc2)=NO3)o1 (stereo not drawn) | -2 | -0.7 | . | -2 | 5 | -6 | .
60 | CCCN(C(=O)CSc1nc2ccccc2n1CC)C1CCS(=O)(=O)C1 (stereo not drawn) | -3 | -1.3 | -2 | -3 | -1 | -4 | -2

One compound at a time, from the list above. Screens in order: ERAP1 HTS inh	F508del corr	SIRT5 block	CASP6 VEID inh	ERp5 block	DENV2 CPE rescue	miR122 inh
`Cc1cc(NC(=O)CSCc2nc(-c3cccc(Cl)c3)oc2C)no1` is listed as -1	-3.6	-2	-2	3	3	-3
`Cc1ccc(CNC(=O)C23CN(Cc4ccccc4)CC2C(c2ccc([N+](=O)[O-])cc2)=NO3)o1` (stereo not drawn) is listed as -2	-0.7	.	-2	5	-6	.

Reprinted, compounds 57–60
No. | SMILES | ERAP1 HTS inh | F508del corr | SIRT5 block | CASP6 VEID inh | ERp5 block | DENV2 CPE rescue | miR122 inh
57 | O=[N+]([O-])c1ccc(O)c(C2=NNC(c3ccccc3F)C2)c1 (stereo not drawn) | 3 | 3.0 | -2 | 6 | 3 | 0 | 13
58 | Cc1cc(NC(=O)CSCc2nc(-c3cccc(Cl)c3)oc2C)no1 | -1 | -3.6 | -2 | -2 | 3 | 3 | -3
59 | Cc1ccc(CNC(=O)C23CN(Cc4ccccc4)CC2C(c2ccc([N+](=O)[O-])cc2)=NO3)o1 (stereo not drawn) | -2 | -0.7 | . | -2 | 5 | -6 | .
60 | CCCN(C(=O)CSc1nc2ccccc2n1CC)C1CCS(=O)(=O)C1 (stereo not drawn) | -3 | -1.3 | -2 | -3 | -1 | -4 | -2

Bioassay records (PubChem BioAssay)

Hits appear at their usual frequency; 4% or so of the library scored in one or more.
